Pin1 inhibitor = blocks the human prolyl isomerase Pin1. Pin1 FP peptide displacement, HiFluor488, 10 min. Potency, µM (titrated, usually from 115 µM), for the others: at the highest dose activity, negative = inhibition, usual class: inhibitors. AID 504891. actives 0.009% (n = 390,000). Q13526; active means well fitted inhibition curve with a large enough effect in the polarisation, with a control signal flat, not every such curve was filed as active; inconclusive means small, poorly fitted or top-dose-only effect, or effect the other way, or a change in a side signal; inactive means no such curve, though single readings can be large or run the other way; the % refers to the polarisation; further: potency means the concentration at half of the fitted maximal effect; on the % scale 0 is the no-effect control and ±100 the full control effect
HP1b binding inh = HP1-beta chromodomain-methylated histone interaction inhibition; P83916; Potency, µM (top dose mostly 114 µM), without a hit: at the highest dose activity change, negative = inhibition, usual class: inhibitors; AlphaScreen HP1-beta / biotin-H3K9me3 peptide binding; actives 0.56% (n = 390,000); further: potency means the concentration at half of the fitted maximal effect; nearly all actives have a fitted effect of over 70% in size; inactives centre near 23
Target sequence (P83916 whole entry, looked up): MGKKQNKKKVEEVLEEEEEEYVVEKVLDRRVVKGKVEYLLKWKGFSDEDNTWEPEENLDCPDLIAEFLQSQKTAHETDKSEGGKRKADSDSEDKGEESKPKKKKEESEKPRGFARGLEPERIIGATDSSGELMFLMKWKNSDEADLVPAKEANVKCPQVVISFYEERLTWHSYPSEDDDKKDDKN
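HP1-beta protein (50 nM final) preincubated 30 min at room temperature with biotinylated H3(1-18)K9me3 peptide (50 nM) in PBS pH 7.4, 0.01% Tween-20, then compound added for 30 min. AlphaScreen streptavidin donor/nickel chelate acceptor beads (10 ug/mL final), 30 min dark, luminescence read.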
GLS inh = inhibitors of human glutaminase (GLS). O94925. GLS enzymatic activity, qHTS titration. Potency, µM (highest dose often 45.5 µM), for inactives: top-dose activity change, negative = inhibition, hits mostly inhibitors. actives 0.21% (n = 410,000); further: potency means the concentration at half of the fitted maximal effect; on the % scale 0 is the no-effect control and ±100 the full control effect
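Compounds were pin-transferred onto hKGA, after which L-glutamine (1 mM solution) and a detection mix of glutamate oxidase, HRP and Amplex Red were added. Initial and 30 min RT fluorescence reads were collected.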
PI4K2A block = PI4K2A (human) kinase inhibition. Q9BTU6. purified PI4K2A, ADP-Glo luminescence, 1 h; hits give low values. activity change, negative = inhibition, % at 76.9 µM. actives 0.13% (n = 420,000); in the data active means activity change below about -50%; inconclusive means mostly about -30% to -49%;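 further: -100% = wells without enzyme as full effect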
Target sequence (Q9BTU6 whole entry, looked up): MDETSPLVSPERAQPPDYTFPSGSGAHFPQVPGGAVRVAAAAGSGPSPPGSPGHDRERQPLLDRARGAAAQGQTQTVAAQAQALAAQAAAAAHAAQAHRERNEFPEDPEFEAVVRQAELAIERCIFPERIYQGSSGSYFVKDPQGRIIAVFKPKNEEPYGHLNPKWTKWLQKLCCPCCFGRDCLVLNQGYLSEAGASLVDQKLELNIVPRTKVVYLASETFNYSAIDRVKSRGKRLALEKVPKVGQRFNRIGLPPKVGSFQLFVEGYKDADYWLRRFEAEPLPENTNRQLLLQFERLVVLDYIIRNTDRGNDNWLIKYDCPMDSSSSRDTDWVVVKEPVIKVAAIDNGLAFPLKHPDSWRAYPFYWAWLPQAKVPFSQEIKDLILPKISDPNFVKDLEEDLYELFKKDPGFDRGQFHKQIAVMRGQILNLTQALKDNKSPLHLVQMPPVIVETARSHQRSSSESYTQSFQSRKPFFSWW
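PI4K2A activity was measured by ADP-Glo luminescence: enzyme (4 ug/mL stock) and phosphatidylinositol (1.2 mM stock) in Tris pH 7.5/MgCl2/EGTA/Triton X-100 buffer were reacted with ATP (300 microM stock) for one hour at ambient temperature.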
IDH1 R132H inh = inhibitors of human mutant IDH1 R132H; O75874; IDH1-R132H enzyme, NADPH consumption, diaphorase/resazurin fluorescence; Potency, µM (series often up to 76.6 µM), for inactives: at the top dose activity change, negative = inhibition, usual class: inhibitors; actives 0.093% (n = 390,000); AID 602179; further: potency means the concentration at half of the fitted maximal effect; on the % scale 0 is the no-effect control and ±100 the full control effect; nearly all actives have a fitted effect of over 65% in size
Target sequence (O75874 whole entry R132H, stated change not applied): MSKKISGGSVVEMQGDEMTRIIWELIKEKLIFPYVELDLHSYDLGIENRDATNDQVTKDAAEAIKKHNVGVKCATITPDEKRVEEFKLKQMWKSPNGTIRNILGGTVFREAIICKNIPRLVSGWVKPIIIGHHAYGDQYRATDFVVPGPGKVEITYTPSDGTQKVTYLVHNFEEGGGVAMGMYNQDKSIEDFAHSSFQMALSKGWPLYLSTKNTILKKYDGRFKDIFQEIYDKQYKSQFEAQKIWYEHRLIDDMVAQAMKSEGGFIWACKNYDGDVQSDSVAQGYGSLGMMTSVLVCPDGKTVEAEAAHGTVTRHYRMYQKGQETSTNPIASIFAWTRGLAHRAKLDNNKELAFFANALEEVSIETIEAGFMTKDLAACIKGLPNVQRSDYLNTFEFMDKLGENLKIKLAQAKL
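IDH1-R132H (0.5 ug/mL dispensed) in pH 7.5 Tris buffer was preincubated 30 min with compound, then given a substrate mix of 0.016 mM NADPH and 2 mM alpha-KG for 80 min at room temperature; remaining NADPH was read by diaphorase/resazurin fluorescence.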
TrxR1 substrate = rat thioredoxin reductase 1 substrate activity; Potency, µM (doses to about 114 µM), without a hit: at the highest dose activity change, negative = substrate turnover; O89049; purified TrxR1 substrate turnover, NADPH consumption readout; actives 0.01% (n = 390,000); further: potency means the concentration at half of the fitted maximal effect; on the % scale 0 is the no-effect control and ±100 the full control effect; nearly all actives have a fitted effect of over 50% in size
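Rat TrxR1, dispensed at 90 nM, was prereduced with 400 uM NADPH (final) for 5 min at ~22 deg C, then incubated with compound 15 min before 400 uM selenite. A first-read NADPH fluorescence drop versus no-compound background flagged substrates.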
USP1 inh = inhibitors of human USP1/UAF1 deubiquitinase | O94782 | recombinant USP1/UAF1, Ub-Rhodamine cleavage fluorescence | Potency, µM (titrated, usually from 57.1 µM), without a hit: at the top dose activity change, negative = inhibition, hits mostly inhibitors | actives 0.23% (n = 390,000); further: potency means the concentration at half of the fitted maximal effect; on the % scale 0 is the no-effect control and ±100 the full control effect; nearly all actives have a fitted effect of over 60% in size; inactives centre near -12
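In this screen, compounds sit with the deubiquitinase complex (1nM) for 15 min at room temperature before Ub-Rho is added at 150nM final. Fluorescence rise is then followed for 6 reads every 60 seconds.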
TrxR1 inh = inhibitors of rat thioredoxin reductase 1 | recombinant rTrxR1, NADPH fluorescence consumption, selenite substrate | Potency, µM (highest dose often 114 µM), for the others: at the highest dose activity change, negative = inhibition, actives largely listed as inhibitors | actives 1% (n = 390,000) | AID 588453; further: potency means the concentration at half of the fitted maximal effect; on the % scale 0 is the no-effect control and ±100 the full control effect; nearly all actives have a fitted effect of over 65% in size
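Rat TrxR1 (90 nM in the dispensed reagent) was pre-reduced with 400 uM NADPH for 5 min at room temperature, then incubated with compound for 15 min. After 400 uM selenite was added, NADPH fluorescence (Ex 340/Em 450 nm) was followed for 8 min.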
PGK inhibitor = blocks T. brucei phosphoglycerate kinase; PGK/GAPDH coupled, Kinase-Glo luminescence, 60 min; actives 0.043% (n = 380,000); Potency, µM (titrated, usually from 57.5 µM), for inactives: at the highest dose activity change, negative = inhibition, most hits filed as inhibitors; P07378; AID 602233; further: potency means the concentration at half of the fitted maximal effect; on the % scale 0 is the no-effect control and ±100 the full control effect; nearly all actives have a fitted effect of over 60% in size
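Recombinant glycosomal PGK reaction used 1,3-bisphosphoglycerate generated in-well by GAPDH (100nM final) in 100mM TEA pH 7.6, 5mM MgCl2, 0.01% Tween-20. After 60 minutes at room temperature, ATP was read by Kinase-Glo Plus luminescence end-point.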
The depositor's hits bear a star; i = inactive; ? = inconclusive; · = no result given; & = joins results of further samples; [ ] = remark or other dose. Unless noted, the call rests on the fitted dose curve; in most records, active means well fitted curve in the direction sought with a large enough effect; inconclusive means small, poorly fitted or top-dose-only effect, or another doubt; inactive means no such curve, though single readings can be large; an effect the other way counts as inactive or inconclusive. Not all compounds are listed; the hit share may differ from the screen's.

Preview (4 entries):
Pin1 inhibitor | HP1b binding inh | GLS inh | PI4K2A block | IDH1 R132H inh | TrxR1 substrate | USP1 inh | TrxR1 inh | PGK inhibitor | SMILES
-4% | 29% | -11% | 4 | 2% | -14%[57.1 µM] | -23% | 4%[57.1 µM] | -1% | CCCNC(=O)Nc1ccc(C)cc1C
5% | 9% | 4% | 9 | -2% | 22%[57.1 µM] | 10% | 16%[57.1 µM] | 0% | COC(=O)c1ccccc1NC(=O)CSc1nc(NC(=O)c2ccccc2)c2c(C)c(C)oc2n1
-15% | 10% | -17% | 3 | -2% | 0% | -9% | 10% | i | Cc1ccc(C(=O)N/C(=C\c2ccccc2)C(=O)NCc2ccncc2)cc1
-9% | 47%[activator] | 1% | -1 | -3% | 0% | -11% | 21% | -3% | O=C(O)C1CCN(C(=O)c2ccc3c(c2)OCO3)CC1

Main list, from the first entry:
Pin1 inhibitor | HP1b binding inh | GLS inh | PI4K2A block | IDH1 R132H inh | TrxR1 substrate | USP1 inh | TrxR1 inh | PGK inhibitor | SMILES
-4% | 29% | -11% | 4 | 2% | -14%[57.1 µM] | -23% | 4%[57.1 µM] | -1% | CCCNC(=O)Nc1ccc(C)cc1C
5% | 9% | 4% | 9 | -2% | 22%[57.1 µM] | 10% | 16%[57.1 µM] | 0% | COC(=O)c1ccccc1NC(=O)CSc1nc(NC(=O)c2ccccc2)c2c(C)c(C)oc2n1
-15% | 10% | -17% | 3 | -2% | 0% | -9% | 10% | i | Cc1ccc(C(=O)N/C(=C\c2ccccc2)C(=O)NCc2ccncc2)cc1
-9% | 47%[activator] | 1% | -1 | -3% | 0% | -11% | 21% | -3% | O=C(O)C1CCN(C(=O)c2ccc3c(c2)OCO3)CC1
1% | 24% | -1% | -4 | 9% | 7%[57.1 µM] | -10% | 17%[57.1 µM] | -8% | CCCCOC(=O)CSCC(=O)Nc1cc(C)on1
-2% | 15% | 13% | 3 | -3% | 12%[57.1 µM] | ? | 18%[57.1 µM] | -7% | CCCCCCCC(=O)Nc1cc(C(=O)NCCC)ccc1N1CCC2(CC1)CC(c1ccccc1)=NO2
-1% | 38% | -4% | 4 | -4% | 7% | 1% | -6% | -3% | CN1C(=O)c2ccccc2Sc2ccc(NC(=O)NCc3cccc(Cl)c3)cc21
1% | 15% | 5% | 2 | 3% | 2% | 2% | -3% | -6% | CC(C)CNC(=O)[C@H](Cc1ccccc1)NC(=O)c1ccco1
0% | ? | ? | 2 | 4% | -8% | -19% | 10%[57.1 µM] | -3% | Oc1ccccc1C=NN1CCCCCC1
-1% | 27% | 1% | 0 | 5% | 3%[57.1 µM] | -11% | 8%[57.1 µM] | -2% | CCc1ccc2oc(=O)cc(CN3CCN(CCO)CC3)c2c1
7% | 25% | -18% | -2 | 6% | -5%[57.1 µM] | -14% | 13%[57.1 µM] | -2% | COc1ccccc1NC(=O)Nc1cccnc1
-2% | 19% | -12% | 3 | 6% | 5% | -14% | 12% | i | O=C(Cn1c(=O)n(-c2ccc(F)cc2)c(=O)c2sc3ccccc3c21)NC1CCCC1
49%[activator] | 24% | 2% | 5 | -2% | 6%[57.1 µM] | 0% | 9%[57.1 µM] | 3% | CCOC(=O)/C(C#N)=C/c1ccc(SC)cc1
9% | 18% | -12% | -7 | 2% | -8% | -24% | 2% | 0% | COc1ccc(NC(=O)CN(C)C(=O)CNC(=O)c2ccc3ccccc3c2)cc1
2% | 20% | 14% | 1 | 4% | 1% | -5% | 24% | 18% | Cc1nn2c(NCCOCCO)c3c(nc2c1-c1ccccc1)CCCC3
· | ? | -11% | -5 | 14% | 4% | -33% | 19% | -29% | CCOc1cc(/C=C(\C#N)C(=O)Nc2cccc(C(=O)O)c2)ccc1OCc1ccc(Br)cc1
-2% | 32% | -4% | 4 | 8% | 2%[57.1 µM] | -17% | 7%[57.1 µM] | -13% | O=[N+]([O-])c1cccc(-c2cn3ccccc3n2)c1
1% | 15% | -1% | -2 | 6% | -6% | -3% | -6% | i | COc1ccc(NC(=O)c2cnc3sccn3c2=O)cc1
0% | 27% | 0% | 0 | 4% | -9% | -18% | -11% | -6% | O=S(=O)(NCc1ccccc1)c1ccc2c(c1)OCCO2
-1% | 27% | -2% | 4 | 2% | 7% | -17% | 11% | -5% | CCC(=O)Nc1nnc(Cc2ccccc2)s1
-5% | 33% | -9% | -2 | -3% | 5%[57.1 µM] | -21% | 12%[57.1 µM] | -8% | COc1ccc(N2CC(NC(=O)COc3ccccc3)CC2=O)cc1OC (centres undefined)
-3% | 57%[activator] | -16% | 5 | 8% | 0% | -23% | -27% | -2% | O=C(CC1C(=O)NCCN1Cc1cccc(C(F)(F)F)c1)NCCCOc1cccnc1 (centres undefined)
10% | 24% | -17% | 1 | 1% | 2%[57.1 µM] | -10% | 5%[57.1 µM] | i | Cc1nc(CC(=O)Nc2nccs2)cs1
-6% | 32% | -6% | -17 | 8% | 12%[57.1 µM] | -27% | -3%[57.1 µM] | -28% | Brc1ccc(-c2nc(-c3ccccn3)no2)o1
4% | 17% | 4% | -2 | 2% | 9% | -12% | 7% | -6% | CCOC(=O)C1=CSC2=NS(=O)(=O)CCN12
-3% | 45%[activator] | -1% | 3 | -3% | 8%[57.1 µM] | -23% | 9% | 4% | Cc1ccccc1NC(=O)c1ccc(F)c(S(=O)(=O)N2CCCCC2)c1
-3% | -21% | -1% | -1 | 1% | 13%[57.1 µM] | -16% | 7%[57.1 µM] | 0% | COc1cccc(CNCCc2c[nH]c3ccccc23)c1OCc1ccccc1
1%&0% | 16%&41% | -1%&6% | 9&-4 | -9%&-6% | -4%&4% | -20%&-5% | -11%&25% | -1%&10% | O=S(=O)(c1ccccc1F)N1CCC(Oc2ccc(-n3cnnn3)cc2)CC1
-16% | 9% | 1% | -14 | 7% | 2%[57.1 µM] | -20% | -2%[57.1 µM] | i | COc1ccc(OC)c(NC(=O)CSc2nncc3ccc(OC)c(OC)c23)c1
-7% | ? | -13% | 0 | -4% | 4%[11.4 µM] | -9% | 7%[11.4 µM] | -1% | O=C(COc1ccccc1F)Nc1nc(-c2ccccn2)cs1
6% | 34% | 11% | -6 | -6% | 3% | -10% | 32% | -1% | O=C(COc1ccc(-c2ccccc2)cc1)NNC(=O)Nc1ccccc1
-1% | 27% | 3% | 2 | 14% | 5% | -12% | -9% | 2% | CCN(CC(=O)NCc1cccs1)C(=O)COc1ccc(C(C)=O)cc1
1% | 31% | -1% | -5 | 4% | 4% | -14% | 10% | -3% | CNC(=S)Nc1ccccc1-c1ccccc1
9% | 8% | -9% | -3 | 0% | 6%[57.1 µM] | -22% | 6%[57.1 µM] | -6% | Cc1cc(C(=O)N/N=C/c2ccc3c(c2)OCO3)c(C)n1-c1ccc(F)cc1
0% | 21% | · | 0 | -2% | 0% | -23% | -5% | -1% | O=C(CSc1ncn[nH]1)Nc1ccc2c(c1)OCCO2
29% | 12% | 2% | 2 | -20% | 10%[57.1 µM] | -14% | 29%[57.1 µM] | -2% | CCOc1ccc(C(=O)Nc2nnc(S(=O)(=O)Nc3ccccc3C)s2)cc1
-2% | 20% | 6% | 1 | 23% | 9%&5% | -21% | 21%&15% | -8% | O=S1(=O)CCOCCCN1Cc1ccc(Cl)cc1
-3% | 1% | -7% | 2 | 11% | 7% | -3% | 27% | i | O=C(NC1CC2CCCC(C1)N2C(=O)Nc1ccccc1Cl)C1CC1 (centres undefined)
1% | 27% | 4% | -4 | 9% | -7% | -1% | -15% | i | O=C(Nc1ccccc1)c1cccc(S(=O)(=O)Nc2ccccn2)c1
-9% | 37%[activator] | -2% | -5 | 5% | 8% | -8% | 11% | i | CCOC(=O)c1cnc(SCc2ccccc2)nc1N
3% | 5% | 4% | 4 | 10% | 4% | -13% | 15% | i | COc1ccc(NC(=O)CN(C)C(=O)c2cccc(S(=O)(=O)N3CCCc4ccccc43)c2)cc1
-2% | 6% | 0% | 1 | 3% | -7% | -5% | -6% | 1% | CC1CCC2C(=O)N(c3cccc(C(=O)Nc4ccccc4Cl)c3)C(=O)C2C1 (centres undefined)
-6% | 45%[activator] | -3% | 3 | 15% | -5%[0.0914 µM] | -17% | 15%[57.1 µM] | i | Clc1ccc2c(NCc3cccs3)ncnc2c1
-1% | 21% | 17% | -2 | 10% | -12% | 8% | -14% | -4% | Cc1ccc(S(=O)(=O)N/N=C/c2ccc(OCC(=O)NC(C)C)cc2)cc1

In another format: entries from further up.
Sequence of screens: Pin1 inhibitor | HP1b binding inh | GLS inh | PI4K2A block | IDH1 R132H inh | TrxR1 substrate | USP1 inh | TrxR1 inh | PGK inhibitor
O=C(COc1ccc(-c2ccccc2)cc1)NNC(=O)Nc1ccccc1
→ 6% | 34% | 11% | -6 | -6% | 3% | -10% | 32% | -1%
O=C(CSc1ncn[nH]1)Nc1ccc2c(c1)OCCO2
→ 0% | 21% | · | 0 | -2% | 0% | -23% | -5% | -1%
